ATXN2 expr inh = reduces ATXN2 reporter expression in HEK-293 cells | HEK-293 ATXN2-luciferase reporter, luminescence, 24 h | Potency, µM (series often up to 57 µM), inactives show at the highest dose activity change, negative = inhibition, usual class: inhibitors | hit rate 0.72% among 360,000 | AID 1745845; also: potency is read from the fitted curve at half-maximal effect; % is scaled to controls: 0 for no effect and ±100 for the full control effect; nearly all actives have a fitted effect of over 55% in size
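qHTS (up to 57 uM final) was run with 24 h compound exposure of reporter cells at 37 °C. Each well was multiplexed: SteadyGlo luminescence measured ATXN2-luciferase expression after a fluorogenic Gly-Phe-AFC viability readout (25 uM final).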
ATXN viability = cell viability loss in ATXN counter-screen; Potency, µM (titrated, usually from 56.7 µM), usual class: cytotoxic; S2 cells (HEK-293 line with an ATXN2-luciferase reporter) viability, CellTiter-Fluor protease fluorescence, 24 h; hit rate 0.49% among 400,000; AID 651635; also: potency is read from the fitted curve at half-maximal effect; nearly all actives have a fitted effect of over 40% in size
TGFb inhibitor = blocks TGF-b signaling. Potency, µM (top dose mostly 46.1 µM), without a hit: at the top dose activity, negative = inhibition, actives largely listed as inhibitors. HepG2 CAGA-GFP TGF-b/SMAD3 reporter, GFP fluorescence, 18 h; TGF-beta stimulated, 500 pg/mL final. hit rate 1.2% among 410,000; also: potency is read from the fitted curve at half-maximal effect; % is scaled to controls: 0 for no effect and ±100 for the full control effect; nearly all actives have a fitted effect of over 65% in size
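Per well, imaged GFP fluorescence of HEPG2 CAGA-GFP cells gives the signal; cells get compound, then TGF-beta (500 pg/mL final), 18 h at 37 degrees C; %Activity versus -TGF-beta and +DMSO controls.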
Nrf2 activator = Nrf2 pathway activation; hit rate 0.31% among 410,000; AREc32 ARE-luciferase reporter (MCF7-derived line), luminescence, 24 h; Potency, µM (titrated, usually from 46.1 µM), for the others: at the top dose activation, actives largely listed as activators; also: potency is read from the fitted curve at half-maximal effect; % of control where 0% means no effect; nearly all actives have a fitted effect of over 65% in size
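Each well held 1000 AREc32 cells, which were incubated with compound for 24 hr at 37 deg C after overnight attachment, and ARE reporter activity was quantified by firefly luciferase luminescence.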
A549 viability = counter-screen for Nrf2 inhibitors: cytotoxicity in A549 cells; A549 ARE-Fluc cells, CellTiter-Fluor viability, 18-24 h; Potency, µM (doses to about 46 µM), inactives show at the highest dose activity change, negative = cytotoxicity, most hits filed as inhibitors; hit rate 0.16% among 390,000; also: potency is read from the fitted curve at half-maximal effect; % is scaled to controls: 0 for no effect and ±100 for the full control effect
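A549 ARE_Fluc cells in 5% FBS OPTI-MEM were exposed to compounds in concentration-response for 18-24 h at 37 deg C. Viability was read by CellTiter-Fluor fluorescence (Ex 405/Em 525) after 30 min, before the luciferase read.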
HepG2 viability = kills HepG2 cells in TGF-b inhibitor counter-screen. AID 588856. hit rate 0.76% among 410,000. HepG2 CAGA-GFP viability, ATP luminescence, 18 h. Potency, µM (series often up to 46.1 µM), without a hit: top-dose activity change, negative = cytotoxicity, most hits filed as cytotoxic; also: potency is read from the fitted curve at half-maximal effect; some results filed as inactive show a strong effect at the top dose
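CellTiter-Glo luminescence gave cytotoxicity after 18 hours at 37 degrees C. The cells were HepG2 CAGA-GFP in 1% FBS DMEM, stimulated with 500 pg/mL TGF-beta after compound addition. %Activity was normalised to no-cell wells (complete cell-killing) and DMSO (no toxicity), and curves were fitted and classified.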
IL-1B inflam inh = inflammasome signaling inhibition, IL-1 beta readout; hit rate 4.7% among 360,000; AID 743279; THP-1 LPS/ATP IL-1B secretion, AlphaLISA, 16 h; active compounds read low; activity change, % at 57.5 µM; in the data active = activity change below about -50%; inconclusive = mostly about -30% to -49%; also: % is scaled to controls: 0 for no effect and ±100 for the full control effect
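Secreted IL-1B measured by AlphaLISA bead assay after 16 h compound exposure of THP-1 cells; compounds (final up to 57.5 uM) added 1 h before LPS (250 ng/mL) and ATP (1.25 mM) stimulation; lower signal means less secretion.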
MCF10A rereplic = induces DNA re-replication in MCF 10a normal breast cells. hit rate 2.9% among 350,000. Potency, µM (titrated, usually from 46.1 µM), without a hit: at the top dose activity, positive = re-replication, hits mostly activators. AID 624296. MCF 10A DNA re-replication, Hoechst nuclear intensity, 48 h; also: potency is read from the fitted curve at half-maximal effect; % of control where 0% means no effect; nearly all actives have a fitted effect of over 50% in size
Nrf2 block = blocks Nrf2 signaling. A549 ARE-Fluc reporter, luciferase luminescence, 18-24 h. Potency, µM (series often up to 46 µM), inactives show at the top dose activity change, negative = inhibition, actives largely listed as inhibitors. hit rate 2.1% among 360,000. AID 504444; also: potency is read from the fitted curve at half-maximal effect; % is scaled to controls: 0 for no effect and ±100 for the full control effect; nearly all actives have a fitted effect of over 60% in size
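A549 ARE_Fluc cells (5000/well, 5% FBS OPTI-MEM) pre-incubated 2 h, then treated with compounds 18-24 h at 37C/5% CO2 in concentration-response. CellTiter-Fluor viability read first; BugLite luciferase luminescence after 15 min at room temperature gives Nrf2 activity.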
Numbers without * were called inactive; & = joins results of further samples; [ ] = remark or other dose. Unless noted, calls follow the shape of the dose curve; as a rule, active = well fitted curve in the direction sought with a large enough effect; inconclusive = small, poorly fitted or top-dose-only effect, or another doubt; inactive = no such curve, though single readings can be large; an effect the other way counts as inactive or inconclusive.

Start of the data: the first 2 compounds, ahead of the listing:
Cc1cc2oc(=O)cc(CSc3nnc(C)n3N)c2cc1C(C)C was read as ATXN2 expr inh 2%, ATXN viability inactive, TGFb inhibitor 22%, Nrf2 activator -0.1%, A549 viability 23%, HepG2 viability 8%, IL-1B inflam inh -3 and MCF10A rereplic 3%.
For COc1ccc(OC)c2sc(NNC(=O)COc3ccccc3)nc12 the results were ATXN2 expr inh -5%, ATXN viability inactive, TGFb inhibitor -15%, Nrf2 activator 0.7%, A549 viability -1%, HepG2 viability -42%, IL-1B inflam inh 5, MCF10A rereplic 1% and Nrf2 block 6%.

The listing, repeating the preview:
Cc1cc2oc(=O)cc(CSc3nnc(C)n3N)c2cc1C(C)C was read as ATXN2 expr inh 2%, ATXN viability inactive, TGFb inhibitor 22%, Nrf2 activator -0.1%, A549 viability 23%, HepG2 viability 8%, IL-1B inflam inh -3 and MCF10A rereplic 3%.
For COc1ccc(OC)c2sc(NNC(=O)COc3ccccc3)nc12 the results were ATXN2 expr inh -5%, ATXN viability inactive, TGFb inhibitor -15%, Nrf2 activator 0.7%, A549 viability -1%, HepG2 viability -42%, IL-1B inflam inh 5, MCF10A rereplic 1% and Nrf2 block 6%.
For O=C(Nc1csnn1)OCc1ccccc1 the results were ATXN2 expr inh 14%, ATXN viability inconclusive, TGFb inhibitor 3%, Nrf2 activator 0.5%, A549 viability 13%, HepG2 viability -2%, IL-1B inflam inh -7, MCF10A rereplic -2% and Nrf2 block 0%.
COc1ccccc1CCNC(=O)C(=O)NCC1OCCN1S(=O)(=O)c1ccc([N+](=O)[O-])cc1 (stereo not given) was read as ATXN2 expr inh 0%, TGFb inhibitor -23%, Nrf2 activator 5.6%, A549 viability -7%, HepG2 viability -13%, IL-1B inflam inh -11, MCF10A rereplic -17% and Nrf2 block inconclusive.
COc1ccc2c(c1OC)C(=O)OC2N1C(=O)CC[C@H]1C(=O)Nc1ccc2c(c1)OCO2 (stereo not given in full) was read as ATXN2 expr inh 14%, ATXN viability inactive, TGFb inhibitor -9%, Nrf2 activator -0.8%, A549 viability -2%, HepG2 viability 2%, IL-1B inflam inh -19, MCF10A rereplic -15% and Nrf2 block -11%.
Screening COCCn1c(COc2cccc(OC)c2)nnc1SCC(=O)NC1CCCCC1 returned ATXN2 expr inh -4%, ATXN viability inactive, TGFb inhibitor 0%, Nrf2 activator -0.1%, A549 viability 1%, HepG2 viability -34%, IL-1B inflam inh -13, MCF10A rereplic 1% and Nrf2 block -2%.
For CCOC(=O)C1CCC(CN(Cc2ccc(OC)cc2)S(=O)(=O)c2ccc(C)cc2)CC1 (stereo not given) the results were ATXN2 expr inh -11%, ATXN viability inactive, TGFb inhibitor -31%, Nrf2 activator 3.5%, A549 viability 7% and HepG2 viability -17%.
`CC(NS(=O)(=O)c1ccc2c(c1)c(=O)n(C)c(=O)n2C)C(=O)NC1CCCCC1` (stereo not given) gave ATXN2 expr inh 5%, ATXN viability inactive, TGFb inhibitor -7%, Nrf2 activator 1.4%, A549 viability 7%, HepG2 viability -30%, IL-1B inflam inh 18, MCF10A rereplic 1% and Nrf2 block 6%.
`CCCc1ccc(OCc2ccccc2)c2c(=O)cc(C(=O)OCC)oc12` gave ATXN viability inactive, TGFb inhibitor -5%, Nrf2 activator -0.3%, A549 viability -5%, HepG2 viability -10%, IL-1B inflam inh 3, MCF10A rereplic 1% and Nrf2 block 5%.
CCOC(=O)c1c(NC(=O)CCCC(=O)O)sc2c1CCC2 was read as ATXN2 expr inh -15%, ATXN viability inactive, TGFb inhibitor 3%, Nrf2 activator 0.1%, A549 viability 10%, HepG2 viability 9%, IL-1B inflam inh 11, MCF10A rereplic 8% and Nrf2 block inconclusive.
For Cc1coc2c(C)c3oc(=O)c(CC(=O)N[C@@H](CC(C)C)C(=O)O)c(C)c3cc12 the results were ATXN2 expr inh -2%, ATXN viability inactive, TGFb inhibitor -13%, Nrf2 activator -0.9%, A549 viability 2%, HepG2 viability -15%, IL-1B inflam inh 0, MCF10A rereplic -7% and Nrf2 block 2%.
`O=C(c1ccc(Cl)cc1)C1CCN(C(=O)c2ccc(F)cc2)CC1` gave ATXN2 expr inh -31%, ATXN viability inactive, TGFb inhibitor inconclusive, Nrf2 activator -0.3%, A549 viability -11%, HepG2 viability -24%, IL-1B inflam inh -5, MCF10A rereplic 11% and Nrf2 block -3%.
For O=C(CSc1nccn1Cc1ccc(F)cc1)NC1CCCC1 the results were ATXN2 expr inh 5%, ATXN viability inactive, TGFb inhibitor inconclusive, Nrf2 activator -0.3%&-0.5%, A549 viability 0%&9%, HepG2 viability 9%&-28%, IL-1B inflam inh 0, MCF10A rereplic 15% and Nrf2 block 2%.
O=C(CC1N=C2c3ccccc3N=C(SCC(=O)Nc3cccc(Cl)c3)N2C1=O)NCc1cccs1 (stereo not given) was read as ATXN2 expr inh 0%, ATXN viability inconclusive, TGFb inhibitor inconclusive, Nrf2 activator -0.9%, A549 viability -15%, HepG2 viability -7% and Nrf2 block -25%.
`NC(=O)c1ccccc1-c1nc(-c2ccccc2)no1` gave ATXN2 expr inh 41%[activator], ATXN viability inactive, TGFb inhibitor 16%, Nrf2 activator 9.2%, A549 viability -4%, HepG2 viability -1%, IL-1B inflam inh -1, MCF10A rereplic 0% and Nrf2 block inconclusive.
Screening Cc1ccccc1NC(=O)CC(C)S(=O)(=O)c1ccc2c(c1)NC(=O)CO2 (stereo not given) returned ATXN2 expr inh -1%, ATXN viability inactive, TGFb inhibitor 2%, Nrf2 activator 0.5%, A549 viability 2%, HepG2 viability 2%, IL-1B inflam inh 10, MCF10A rereplic 0% and Nrf2 block 20%.
O=C(/C=C/[C@H]1O[C@@H](n2ccc(=O)[nH]c2=O)[C@H](O)[C@@H]1O)NCc1cccnc1 was read as ATXN2 expr inh 7%, ATXN viability inactive, TGFb inhibitor -10%, Nrf2 activator -1.0%, HepG2 viability -12% and IL-1B inflam inh 45.
Screening O=C1CN(C(=O)COC(=O)C2CC(=O)N(Cc3ccco3)C2)c2ccccc2N1 (stereo not given) returned ATXN2 expr inh -8%, ATXN viability inactive, TGFb inhibitor -2%, Nrf2 activator 0.6%, A549 viability 1%, HepG2 viability -2%, IL-1B inflam inh 26 and MCF10A rereplic inconclusive.
c1ccc(-c2csc(N3CCOCC3)n2)cc1 was read as ATXN2 expr inh 71%[activator], ATXN viability inactive, TGFb inhibitor -13%, Nrf2 activator 5.7%, A549 viability -3%, HepG2 viability -18%, IL-1B inflam inh -15, MCF10A rereplic 10% and Nrf2 block inconclusive.
Screening O=C(CSc1nc(=O)n(CCCN2CCOCC2)c2c1CCCC2)Nc1ccc(Cl)cc1 returned ATXN2 expr inh -4%, ATXN viability inactive, TGFb inhibitor -1%, Nrf2 activator 3.5%, A549 viability -1%, HepG2 viability -32%, IL-1B inflam inh -17, MCF10A rereplic 14% and Nrf2 block -5%.
For Nc1nnc(/C=C/c2ccccc2)s1 the results were ATXN2 expr inh 30%, ATXN viability inactive, TGFb inhibitor -12%, Nrf2 activator 4.1%, A549 viability -1%, HepG2 viability -36%, IL-1B inflam inh -2, MCF10A rereplic 3% and Nrf2 block inconclusive.
O=C(CCC(F)(F)F)N1CCCC(CO)(CCc2ccccc2)C1 (stereo not given) was read as ATXN2 expr inh -18%, ATXN viability inconclusive, TGFb inhibitor 1%, Nrf2 activator 0.1%, A549 viability -8%, HepG2 viability 5%, IL-1B inflam inh 0, MCF10A rereplic 0.65µM* and Nrf2 block 0%.
Screening COc1ccc(/C=C/C(=O)OCC(=O)NCc2ccco2)c(OC)c1 returned ATXN2 expr inh 17%, ATXN viability inactive, TGFb inhibitor 0%, Nrf2 activator 13%, A549 viability 0%, HepG2 viability -1%, IL-1B inflam inh 11, MCF10A rereplic -25% and Nrf2 block 11%.
COc1cc(/C=C/C(=O)OC[C@H]2O[C@H](OC3(CO)OC(CO)C(O)C3O)[C@H](O)[C@@H](O)[C@@H]2O)ccc1O (stereo not given in full) was read as ATXN2 expr inh 7%, ATXN viability inactive, TGFb inhibitor 6%, Nrf2 activator -0.2%, A549 viability -1%, HepG2 viability 6%, IL-1B inflam inh 17, MCF10A rereplic -1% and Nrf2 block 9%.
c1ccc(C(c2ccccc2)c2ccn[nH]2)cc1 was read as ATXN viability inactive, TGFb inhibitor -20%, Nrf2 activator 3.4%, A549 viability -2%, HepG2 viability -36%, IL-1B inflam inh 5, MCF10A rereplic 7% and Nrf2 block -22%.
`CCCCN(Cc1cc2cc(OC)ccc2[nH]c1=O)S(=O)(=O)c1ccc(C)cc1` gave ATXN2 expr inh inconclusive, ATXN viability inconclusive, TGFb inhibitor -13%, Nrf2 activator 3.2%, A549 viability inconclusive, HepG2 viability -18%, IL-1B inflam inh -20, MCF10A rereplic inconclusive and Nrf2 block inconclusive.
`Clc1ccc(OCCN2CCCCC2)cc1Cl` gave ATXN2 expr inh 1%, ATXN viability inactive, TGFb inhibitor -1%, Nrf2 activator -0.2%, A549 viability -2%, HepG2 viability -1%, IL-1B inflam inh 35, MCF10A rereplic inconclusive and Nrf2 block 6%.
CC(=O)Nc1cccc(OCCCNC(=O)C2CCC2)c1 was read as ATXN2 expr inh 6%, ATXN viability inactive, TGFb inhibitor 3%, Nrf2 activator -0.8%, A549 viability 4%, HepG2 viability 0%, IL-1B inflam inh -4, MCF10A rereplic 8% and Nrf2 block -6%.
CCOC(=O)C1CCCN(S(=O)(=O)CCNC(=O)c2ccccc2)C1 (stereo not given) was read as ATXN2 expr inh -5%, ATXN viability inactive, TGFb inhibitor 15%, Nrf2 activator 0.1%, A549 viability 19%, HepG2 viability 8%, IL-1B inflam inh inconclusive, MCF10A rereplic 5% and Nrf2 block -1%.
Screening O=C(N/N=C/c1c(O)ccc2ccccc12)Nc1ccccc1 returned ATXN viability inactive, TGFb inhibitor 15%, Nrf2 activator inconclusive, A549 viability 3%, HepG2 viability -10%, IL-1B inflam inh 85, MCF10A rereplic 12% and Nrf2 block -6%.

Source: PubChem
